# Screens: PubChem, National Center for Advancing Translational Sciences (NCATS)
# Shiga inhibitor – A qHTS for Small Molecule Inhibitors of Shiga Toxin | Vero cells, Shiga toxin protein synthesis inhibition reporter | inhibition, % at 38.7 µM | 290,000 compounds, 9.2% hits | AID 2315, 2010; in the data active = inhibition mostly above about 28%, no sharp cut-off; inactive = mostly below about 43%; note: 0% is about no effect
# Pf growth 96h – Primary qHTS for delayed death inhibitors of the malarial parasite plastid, 96 hour incubation. P. falciparum luciferase reporter growth, 96 h. Potency, µM (highest dose often 28.7 µM), for inactives: top-dose activity change, negative = inhibition, usual class: inhibitors. 320,000 compounds, 6.9% hits. AID 504834, 2011; note: potency is the fitted concentration of half-maximal effect; % is set by controls: 0 for no effect and ±100 for the full control effect
#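 Readout is luminescence from an integrated firefly luciferase in P. falciparum. Red cells, 2% hematocrit and 0.05% parasitemia final, were cultured with compound through two parasite generations (96 hours) at 37 C, 5% CO2.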
# Giardia FBPA inh – qHTS Assay for Inhibitors of Fructose-1,6-bisphosphate Aldolase from Giardia Lamblia | 290,000 compounds, 0.71% hits | AID 2451, 2010 | purified Giardia FBPA | A8B2U2 | Potency, µM (highest dose often 59.6 µM), without a hit: top-dose activity, negative = inhibition, most hits filed as inhibitors; note: potency is the fitted concentration of half-maximal effect; % is set by controls: 0 for no effect and ±100 for the full control effect; nearly all actives have a fitted effect of over 55% in size
# Target sequence (A8B2U2 whole entry, looked up): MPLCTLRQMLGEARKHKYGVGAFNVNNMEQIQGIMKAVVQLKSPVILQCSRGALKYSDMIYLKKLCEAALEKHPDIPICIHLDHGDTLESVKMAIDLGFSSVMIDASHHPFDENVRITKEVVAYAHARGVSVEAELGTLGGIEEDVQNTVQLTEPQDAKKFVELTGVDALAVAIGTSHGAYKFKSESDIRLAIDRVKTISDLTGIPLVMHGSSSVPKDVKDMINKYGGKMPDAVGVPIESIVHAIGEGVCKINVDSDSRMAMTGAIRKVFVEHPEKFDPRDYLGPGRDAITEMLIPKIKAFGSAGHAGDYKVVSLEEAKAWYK
#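 Giardia FBPA (40 nM reagent) was preincubated 10 min at RT with compound (up to 57.5 uM final), then substrate plus GAPDH/TPI/NAD/arsenate coupling system with diaphorase/resazurin was added; resorufin fluorescence (525/598 nm) was read after 20 min.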
# Pf growth 48h – Primary qHTS for delayed death inhibitors of the malarial parasite plastid, 48 hour incubation. 310,000 compounds, 5.9% hits. Potency, µM (highest dose often 28.7 µM), for the others: top-dose activity change, negative = inhibition, hits mostly inhibitors. P. falciparum luciferase growth in erythrocytes, 48 h; note: potency is the fitted concentration of half-maximal effect; % is set by controls: 0 for no effect and ±100 for the full control effect
#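 Parasite viability was followed by luminescence of a genomically integrated firefly luciferase. Cultures held 0.1% parasitemia at 2% hematocrit (final), incubated under 5% CO2 at 37 C.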
# CHX counter – Cycloheximide Counterscreen for Small Molecule Inhibitors of Shiga Toxin; cell reporter, cycloheximide protein synthesis inhibition counterscreen; max response, %; 300,000 compounds, 12% hits; in the data active = max response mostly above about 13%, no sharp cut-off; inactive = mostly below about 14%; note: read at 38.3 µM for the half of the compounds with a filed dose; 0% is about no effect
# HCV inh – qHTS Assay for Inhibitors of Hepatitis C Virus (HCV) | Potency, µM (top dose mostly 41.8 µM), for the others: at the highest dose activity change, negative = inhibition, actives largely listed as inhibitors | Huh7.5.1 HCVcc-Cre infection, luciferase reporter, 44 h | 340,000 compounds, 3.4% hits | AID 651820, 2012; note: potency is the fitted concentration of half-maximal effect; % is set by controls: 0 for no effect and ±100 for the full control effect
#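 Infectious HCVcc-Cre (~0.5 moi) was added to cells just after compound, with cells seeded 4 h earlier at 1,000 per well. Luciferase activity after 44 h culture reported infection; substrate was incubated 15 min at room temperature before reading.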
# * = called active by the depositor; ? = inconclusive; / = not tested or not shown; [ ] = another dose, or the depositor's remark. Unless noted, calls come from the whole dose curve; as a rule, active = well fitted curve in the direction sought with a large enough effect; inconclusive = small, poorly fitted or top-dose-only effect, or another doubt; inactive = no such curve, though single readings can be large; an effect the other way counts as inactive or inconclusive. Not a hit list; about 24% have a hit in one of these screens.
SMILES,Shiga inhibitor,Pf growth 96h,Giardia FBPA inh,Pf growth 48h,CHX counter,HCV inh
O=C(CNC(=O)c1cc2c(n(-c3ccccc3)c1=O)CCCC2=O)c1ccccc1,-9,115%[activator],/,-6%,18,13%
CC(=O)c1ccccc1NC(=O)COC(=O)c1cc(C)oc1C,/,-8%,/,-1%,/,-13%
CCN(CC)CCCOc1ccc(C)cc1Br,9,?,-18%,/,6,-17%
Cc1sc(-c2ccncc2)nc1OC(=O)c1ccc(Cl)cc1,-1,13%,-11%,16%,1,6%
Cc1ccc(CN2CCN(/N=C/c3ccc(C)s3)CC2)c(C)c1,-1,-7%,-1%,-13%,-4,1%
O=C(NC(=S)Nc1nc2c(s1)CSc1ccccc1-2)c1ccccc1,23,?,?,/,13,23%
CC(C)(C)C1CCc2c(sc3ncn(N)c(=N)c23)C1 (stereo unspecified),40,-29%,6%,5%,13*,?
COc1ccc(/C=N/NC(=O)CN(C2=NS(=O)(=O)c3ccccc32)c2ccccc2)cc1,-10,18%,0%,3%,-1,?
COCCN(C(=O)CNC(=O)c1ccco1)C(C(=O)NC1CCCC1)c1ccccc1 (stereo unspecified),-10,-23%,8%,6%,3,20%
COCCOc1nc2c(c(=O)n(C)c(=O)n2C)n1CCc1ccccc1,15,-8%,1%,?,4,-25%
CC(=O)N(CCCCN1C(=O)c2ccccc2C1=O)c1ccc(C)cc1,-12,35%[activator],1%,/,-1,2%
O=C(NNc1ccc([N+](=O)[O-])cc1)c1ccco1,-6,?,-11%,5%,-1,7%
CC(=O)Cc1nsc(NC(=O)c2oc(-c3ccccc3Cl)cc2C)n1,14,?,-17%,20%,1,-14%
CC(C)(C)C(=O)OCOC(=O)[C@@H]1N2C(=O)[C@@H](N=CN3CCCCCC3)[C@H]2SC1(C)C,/,-3%,-1%[21.7 µM],-15%,/,0.5µM*
C=CCNC(=O)c1onc(CSc2ccc(F)cc2)c1C(=O)NCC=C,/,-60%,/,?,/,-5%
Cc1noc(C)c1COC(=O)c1cc(F)c(F)cc1Cl,2,/,13%,5%,-4,0%
COCCSc1ccccc1C(=O)NCCc1ccccc1,-1,9%,3%,8%,9,-1%
COc1ccccc1OCCCOc1ccc(/C=C2\SC(=O)NC2=O)cc1OC,/,?,-28%,-19%,-2,6%
O=C1CCc2cc(S(=O)(=O)N3CCC(C(=O)NC4CCCCCCC4)CC3)ccc2N1,1,-23%,3%,/,-5,17%
CCOC(=O)C=C1CCN(c2ncc(C(F)(F)F)cc2Cl)CC1,-8,8%,-4%,1%,6,8%
O=Cc1ccc(OC(=O)C2CC(=O)N(c3ccc(F)cc3)C2)cc1 (stereo unspecified),-10,-31%,-14%,/,-6,14%
CCN(CC)c1ccc(C(=O)N/N=C(\C)c2ccc(O)cc2)cc1,-4,10µM*,0%,?,-1,-27%
CCCOc1ccccc1Cn1c(=O)oc2ccc(C)cc21,-12,-6%,14%,/,-1,-17%
O=C(O)c1cccc2cccnc12,-24,55%[activator],-21%,/,-5,-2%
Cc1ccc(S(=O)(=O)N2CCN(CC(=O)Nc3ccnn3C3CCCC3)CC2)cc1,/,-20%,/,?,/,7%

# (further entries)
SMILES,Shiga inhibitor,Pf growth 96h,Giardia FBPA inh,Pf growth 48h,CHX counter,HCV inh
O=C(c1ccc(-c2ccc(Cl)cc2Cl)o1)N1CCOCC1,80*,-36%[1.15 µM],3%,470%[activator],42*,-23%
N#CCSc1nnc(-c2c[nH]c3ccccc23)o1,-12,?,/,-6%,-3,-3%
COc1ccc(OC)c(NC(=O)CN2C(=O)NC(C)(c3ccc4c(c3)OCCO4)C2=O)c1 (stereo unspecified),/,?,/,?,/,0%
COc1ccc(C2C=C(C34CC5CC(CC(C5)C3)C4)NC(=S)N2)cc1OC (stereo unspecified),-10,9.3µM*,4%,?,-3,-24%
COc1cccc(C(=O)N2c3cc(C)ccc3OCC2C(C)(C)C)c1 (stereo unspecified),-3,?,5%,10%,1,5%
Cc1ccc(/C=N/n2c(C)nnc2C)s1,15,-15%,2%,0%,-2,9%
Cc1cccc(C(=O)OC2CCCN(C)C2)c1C (stereo unspecified),21,5%,-21%,-11%,9,18%
CCN(CC(=O)Nc1c(F)cccc1F)C(=O)c1ccc(Cl)c(S(=O)(=O)N2CCCCC2)c1,-1,?,/,-23%,-3,-10%
CSc1ccc(C2c3[nH]c4ccccc4c3CCN2C(=O)c2ccnn2C)cc1 (stereo unspecified),72*,?,0%,?,35*,2%
COc1cc(NC(=O)c2c(Cl)cnn2C)c(OC)cc1Cl,-8,-1%,0%,2%,-3,?
Cc1cc(C(F)(F)F)n2nc(-c3cnn(C)c3C(F)(F)F)c(Cl)c2n1,-20,?,7%,3.3µM*,-1,3%
O=C(CSc1nc2ccccc2[nH]1)Nc1c(F)cccc1F,10,57%[activator],-1%,37%[activator],8,?
CCN(CC(=O)Nc1ccc(NC(C)=O)cc1)C(=O)CSC(=S)N1CCCC1,/,?,/,-13%,/,13%
COc1ccc(-c2nnc(-c3ccc(C)cc3)o2)cc1,82*,-3%,2%,104%[activator],19*,0%
O=C(CCC(=O)Nc1ccccc1)N/N=C/c1ccc2c(c1)OCO2,71*,-23%,/,5%,40*,9%
CCOC(=O)C1CCN(C(=O)C2CCN(S(=O)(=O)N3CCCC3)CC2)CC1,-6,6.6µM*,/,-7%,8,15%
Cc1ccc(C(C)(O)CS(=O)(=O)Cc2ccccc2Cl)cc1 (stereo unspecified),26,7%,-10%,11%,1,8%
CCCCOc1ccc(-c2nnc(N)s2)cc1,22,?,3%,2%,21*,12%
O=C1c2ccccc2NC(c2ccc(F)cc2)N1Cc1ccccc1 (stereo unspecified),-7,6%,0%,?,9,-7%
NC(=O)c1cn(-c2ccccc2)nc1-c1cc2ccccc2oc1=O,-14,-19%,1%,/,-4,16%
Cc1ccc([N+](=O)[O-])cc1NC(=O)c1ccc(CSc2ccccc2)cc1,-3,-32%,2%,16%,1,1%
COc1ccccc1NC(=O)NS(=O)(=O)c1ccc(C)cc1,-17,/,1%,6%,-3,13%
CCCC12CN3CCN(CC(C3)/C1=N\NC(=O)c1ccc(C(C)(C)C)cc1)C2,-8,-27%,2%,2%,1,?
Cc1ccc(-c2nc3c(=O)n(-c4ccccc4)c4c(c(=O)n(C)c(=O)n4C)c3o2)cc1,14,?,12%,?,-1,-18%
CCN(Cc1ccccc1)C(=O)COC(=O)c1cc(S(=O)(=O)Nc2c(C)n(C)n(-c3ccccc3)c2=O)ccc1C,-13,?,8%,10%,-2,-2%

# Nothing new here: entries from further up.
SMILES,Shiga inhibitor,Pf growth 96h,Giardia FBPA inh,Pf growth 48h,CHX counter,HCV inh
O=C(CNC(=O)c1cc2c(n(-c3ccccc3)c1=O)CCCC2=O)c1ccccc1,-9,115%[activator],/,-6%,18,13%
CC(=O)c1ccccc1NC(=O)COC(=O)c1cc(C)oc1C,/,-8%,/,-1%,/,-13%
CCN(CC)CCCOc1ccc(C)cc1Br,9,?,-18%,/,6,-17%
Cc1sc(-c2ccncc2)nc1OC(=O)c1ccc(Cl)cc1,-1,13%,-11%,16%,1,6%
Cc1ccc(CN2CCN(/N=C/c3ccc(C)s3)CC2)c(C)c1,-1,-7%,-1%,-13%,-4,1%
O=C(NC(=S)Nc1nc2c(s1)CSc1ccccc1-2)c1ccccc1,23,?,?,/,13,23%
CC(C)(C)C1CCc2c(sc3ncn(N)c(=N)c23)C1 (stereo unspecified),40,-29%,6%,5%,13*,?
COc1ccc(/C=N/NC(=O)CN(C2=NS(=O)(=O)c3ccccc32)c2ccccc2)cc1,-10,18%,0%,3%,-1,?
COCCN(C(=O)CNC(=O)c1ccco1)C(C(=O)NC1CCCC1)c1ccccc1 (stereo unspecified),-10,-23%,8%,6%,3,20%
COCCOc1nc2c(c(=O)n(C)c(=O)n2C)n1CCc1ccccc1,15,-8%,1%,?,4,-25%
CC(=O)N(CCCCN1C(=O)c2ccccc2C1=O)c1ccc(C)cc1,-12,35%[activator],1%,/,-1,2%

# Continued:
SMILES,Shiga inhibitor,Pf growth 96h,Giardia FBPA inh,Pf growth 48h,CHX counter,HCV inh
CCOc1ccc(NC(=O)C(CC(=O)O)Cc2ccc(Br)cc2)cc1 (stereo unspecified),-7,9.3µM*,3%,3%,-2,5%
O=C(Nc1cccc(F)c1)c1cccc(S(=O)(=O)N2CCOCC2)c1,6,0%,-5%,?,7,?
CCOC(=O)C1(Cc2cccc(F)c2)CCN(C(=O)C2CCCO2)CC1 (stereo unspecified),17,3%,3%,-24%,-5,-2%
Cc1c(CN2CCCC(CO)(Cc3cccc(Cl)c3)C2)cnn1C (stereo unspecified),-9,?,-5%,-23%,-2,-16%
CCN(CC)S(=O)(=O)c1cccc(NC(=O)C2SC(=Nc3ccc(C)cc3C)C(C(=O)NCC3CCCO3)=C2N)c1 (stereo unspecified),-23,/,-9%,9.3µM*,-4,12%
O=C(CSc1nc2ccccc2n1CC(=O)NCc1ccccc1)NCc1ccco1,-6,5%[5.75 µM],3%,58%[activator],-3,?
O=C(Cn1c(=O)c2cccn2c2ccccc21)NCCc1ccccc1,7,?,/,11%,-3,-5%
c1ccc2c(c1)ncn2Cc1nnc2sc(-c3ccc4c(c3)OCO4)nn12,-11,-28%,-2%,-13%,-2,10%
COc1cccc(C(=O)CN2C(=O)C(C)(C)Oc3ccc(C(=O)N4CCOCC4)cc32)c1,-4,0%,9%,-14%,-2,10%
CCC1CCCCN1CC(=O)c1c(C)[nH]c2ccc(OC)cc12 (stereo unspecified),-3,7%,-24%,-13%,-3,-26%
CC1(C)C(C#N)=C(N)Oc2c1c(=O)oc1ccccc21,-4,-5%,7%,-20%,5,3%
O=C(NC(=S)Nc1ccc(CN2CCOCC2)cc1)c1ccco1,34*,93%[activator],-10%,147%[activator],31*,6%
CSc1ccc(/C=C(/NC(=O)c2ccc(C)cc2)C(=O)Nc2cccc(C)c2)cc1,-19,-4%,4%,-1%,-2,6%
CCc1cccc(NC(=O)C2CCN(S(=O)(=O)c3c(C)noc3C)CC2)c1,8,5%,0%,-8%,2,-27%
CCN(CC)S(=O)(=O)c1ccc(NC(=O)c2ccc(OCC3CCCO3)cc2)cc1 (stereo unspecified),/,9.3µM*,/,9.3µM*,/,6.3µM*
CN(C)c1ccccc1C(=O)N1CCCC(Nc2ccc(F)cc2)C1 (stereo unspecified),-13,13µM*,-8%,-9%,-1,13%
O=C(Cc1ccc(N(CCCl)CCCl)cc1)NC(Cc1ccc(Cl)cc1)C(=O)O (stereo unspecified),-11,-22%,6%,0%,-2,5%
O=C(NCc1cccc(Cl)c1)N1CCN(S(=O)(=O)c2ccccc2F)CC1,6,-17%,-4%,3%,-3,-2%
C/C(=N/NC(=O)CNC(=O)c1ccncc1)c1ccco1,38,0%,6%,54%[activator],7,17%
O=C(Cc1csc(N2CCOCC2)n1)N/N=C/c1cccc(O)c1,-9,/,3%,7%,-2,-2%
O=C(NCc1ccccc1)c1cccnc1,-9,-3%,-8%,10%,1,5%
